tuberculosis growth = growth inhibition of non-replicating M. tuberculosis (AID 488890) | Mycobacterium tuberculosis non-replicating, growth inhibition; higher % means a stronger effect | inhibition, % at 25 µM; hits with a dose series show IC50 in µM | 320,000 tested, 0.39% active; in the data active = a potency from the dose series; inconclusive = inhibition mostly from about 82% at the one dose, without a potency; inactive = the rest, 99 in 100 with inhibition below about 76%;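 also: plate controls were DMSO cells for no effect and high antibiotic wells for full effect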
Salmonella PhoP GFP = PhoP regulon inhibitors, Salmonella typhi PhoP promoter GFP reporter, confirmatory (AID 1850); Salmonella Typhi PhoP-promoter GFP reporter, fluorescence, 4 h; higher % means a stronger effect; one-dose inhibition, % at 50 µM; IC50 in µM for titrated hits; 310,000 tested, 0.33% active; in the data active = a potency from the dose series; inconclusive = inhibition mostly from about 25% at the one dose, without a potency; inactive = the rest, 99 in 100 with inhibition below about 19%;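 also: 0% = induced wells with vehicle and 100% = uninduced wells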
M. tuberculosis HTS = M. tuberculosis growth inhibition, HTS (AID 449762) | M. tuberculosis H37Rv growth inhibition, 7H9 media; higher % means a stronger effect | inhibition, % at 25 µM, or IC50 in µM where a hit was titrated | 330,000 tested, 0.59% active; in the data active = a potency from the dose series; inconclusive = inhibition above about 70% without an active follow-up result;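 also: bacterial growth assessed after seven days of incubation; strong numbers were not always called active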
inhibitors of VEEV = inhibitors of VEEV TC-83 cytopathic effect, confirmation, Vero cells (AID 588727); Vero cells, VEEV TC-83 cytopathic effect inhibition; higher % means a stronger effect; 350,000 tested, 0.13% active; one-dose inhibition, % at 20 µM; IC50 in µM for titrated hits; in the data active = a potency from the dose series; inconclusive = inhibition mostly from about 14% at the one dose, without a potency; inactive = the rest, 99 in 100 with inhibition below about 12%; also: strong numbers were not always called active
influenza NS1A = H1N1 influenza NS1A inhibitors, functional cell based assay (AID 504329) | NS1A functional cell-based assay, percent inhibition; higher % means a stronger effect | inhibition, % at 12.5 µM, or IC50 in µM where a hit was titrated | 340,000 tested, 0.3% active; in the data active = a potency from the dose series; inconclusive = inhibition above about 27% without an active follow-up result; also: strong numbers were not always called active
inhibitors of VEEV 10K pilot screen = also measured in inhibitors of VEEV; calls as there; inhibition, %; measured here: 10K pilot screen inhibition
Active calls of the source: *; i = inactive; ? = inconclusive; / = not tested or not shown.

SMILES	tuberculosis growth	Salmonella PhoP GFP	M. tuberculosis HTS	inhibitors of VEEV	influenza NS1A	others
CCCCN(C)CCCNC(=O)c1cccc(N2CCCC2=O)c1	-13%	3%	-4%	2.7%	-2%	inhibitors of VEEV 10K pilot screen=0.0
COc1ccc(C2/C=C\CN(C(=O)c3ccccc3)[C@H](Cc3ccccc3)C(=O)N2Cc2ccc(F)cc2)cc1 (stereo not given in full)	10%	-2%	-3%	i	-8%
O=C(NC1CC1)C1CCN(c2nc3ccccc3s2)CC1	-9%	-3%	-3%	i	11%
Cc1ccc2c(c1)C1C=CCC1C(C(=O)NCCCN1CCOCC1)N2 (stereo not given)	56%	8%	-1%	i	19%
Cc1nnc(SCCn2c(N3CCN(Cc4ccccc4)CC3)nc3c2c(=O)[nH]c(=O)n3C)s1	4%	-6%	-6%	i	-1%
COc1ccc(O)c(/C=N/NC(=S)Nc2cccnc2)c1	-5%	-2%	-6%	?	3µM*
O=Cc1cccc(OC(=O)Nc2ccccc2)c1	11%	6%	11%	i	/
c1nc(N2CCOCC2)c2[nH]cnc2n1	8%	2%	-8%	0.5%	5%
COc1ccc(Br)cc1CNC(=O)CCC(=O)N1CCSc2ccccc21	5%	-6%	-6%	3.5%	-2%
CCN(CC)CCN1C(=O)C2C(C(=O)Nc3cccc(SC)c3)C3C=CC2(O3)C1C(=O)NC1CCCC(C)C1C (stereo not given)	-5%	-5%	6%	i	5%
CCOc1ccc(N(CC(=O)Nc2ccc(C)c(Cl)c2)S(C)(=O)=O)cc1	20%	-10%	-2%	1.5%	1%
CC1(C)NC(=O)N(CC(O)COc2ccccc2-c2ccccc2)C1=O (stereo not given)	0%	-6%	-6%	i	0%
COc1cc(C2C=C(C34CC5CC(CC(C5)C3)C4)NC(=S)N2)cc(OC)c1OC (stereo not given)	17%	-7%	-4%	8.3%	6%
CCOC(=O)CNC(=O)CSc1nnc(COc2ccc(Cl)cc2)n1CC	17%	0%	0%	1.1%	-1%
O=C(COC(=O)C1CCCN1C(=O)C12CC3CC(CC(C3)C1)C2)c1ccc(Br)cc1 (stereo not given)	46%	-6%	3%	0.8%	11%
OC[C@@H]1[C@@H](c2ccc(F)cc2)C(c2ccccc2)=NN1c1ccccc1	/	/	/	0.6%	-24%
O=C(c1ccc(Cl)c(NC2=NC3CS(=O)(=O)CC3S2)c1)N1CCN(c2ccc(F)cc2)CC1 (stereo not given)	2%	-1%	2%	0.2%	9%
Cc1ccc(NC(=O)Cc2n[nH]c(=S)n2C)cc1	-2%	0%	-14%	0.0%	4%
O=C(O)CSc1ncnc2c1sc1nc(-c3ccccc3)c3c(c12)CCC3	45%	-8%	-1%	0.3%	-14%
O=C(Nc1cc(C(F)(F)F)ccc1N1CCCCC1)c1ccco1	-15%	10%	5%	i	-10%

Not a retest: 2 of the compounds above.
SMILES	tuberculosis growth	Salmonella PhoP GFP	M. tuberculosis HTS	inhibitors of VEEV	influenza NS1A	others
O=Cc1cccc(OC(=O)Nc2ccccc2)c1	11%	6%	11%	i	/
c1nc(N2CCOCC2)c2[nH]cnc2n1	8%	2%	-8%	0.5%	5%

(further entries)
SMILES	tuberculosis growth	Salmonella PhoP GFP	M. tuberculosis HTS	inhibitors of VEEV	influenza NS1A	others
Cc1ccccc1NC(=S)N1CCOCC1	-15%	-7%	-7%	0.3%	1%
COCC(C)n1c(C)cc(C(=O)COC(=O)C2=NN(c3ccccc3)C(=O)CC2)c1C (stereo not given)	-1%	8%	0%	0.2%	-1%
CN(C)c1ccc(C=NN2CCCCCC2)cc1	/	/	/	1.9%	48µM*
CSc1nc(-c2ccc(C)cc2)nc(C(Cl)Cl)n1	?	-2%	?	6.2%	4%
Cc1ccc(NC(=O)CSc2ccc(C(N)=O)cc2[N+](=O)[O-])cc1C	2%	5%	6%	3.0%	-20%
CCCc1cc(=O)oc2c(C)c(OCC(=O)NCc3ccccn3)ccc12	3%	-11%	-5%	4.0%	-2%
CCCOc1ccc(N/C=C/C(=O)c2cc(OC)c(OC)c(OC)c2)cc1	56%	9%	?	1.9%	-25%
CCNC(=S)NNC(=O)c1ccccc1OC(F)F	-5%	-16%	-3%	1.6%	4%
C=CCNc1ncnc2sc(SC)nc12	-26%	-1%	4%	i	19%
CC(=O)OCC1OC(COC(C)=O)(c2ccc(C)cc2)C(OC(C)=O)C1OC(C)=O (stereo not given)	/	/	/	1.0%	-4%
CC1(C)NC(=O)N(CC(=O)N2CCN(c3cccc(Cl)c3)CC2)C1=O	6%	/	-6%	1.2%	-11%
COc1cc(/C=N/Nc2nc(Nc3ccccc3)nc(N3CCCCC3)n2)ccc1OCC(=O)O	28%	-2%	58%	i	6%
Cc1ccc(-c2cc(C(=O)Nc3nn[nH]n3)c3ccccc3n2)cc1	52%	1%	43%	1.5%	1%
COC(=O)[C@]1(CC(C)C)N[C@H](c2ccc(-c3ccc(Cl)c(Cl)c3)cc2)[C@@H]2C(=O)N(C)C(=O)[C@@H]21	1%	-10%	-8%	4.2%	-12%
COc1ccc(OC)c(NC(=O)CCOc2cccc(C)c2)c1	16%	12%	3%	i	-15%
CC1=C(C(=O)Nc2ccccc2)C(c2cccnc2)n2ncnc2N1 (stereo not given)	-14%	3%	-10%	i	1%
COc1ccc(CN2[C@@H](CC(C)=O)c3cc(C(F)(F)F)ccc3S2(=O)=O)cc1	23%	-5%	-5%	5.9%	9%
CC(=O)c1c(C)[nH]c(C(=O)NCc2ccccc2F)c1C	10%	-6%	3%	2.1%	5%
CCN1CCN(C(C(=O)NC2CCCC2)c2cc3c(cc2[N+](=O)[O-])OCO3)CC1 (stereo not given)	-12%	0%	-6%	i	7%
CSc1nc2ccc3nc(NC(=O)c4ccc(C)cc4)sc3c2s1	/	4%	2%	i	5%
O=C(CN(Cc1ccc(F)cc1)C(=O)CCC(=O)Nc1ccccn1)NCCc1ccccc1	-4%	7%	6%	0.6%	7%
O=C(NCC1COc2ccccc2O1)c1ccccc1 (stereo not given)	54%	-3%	4%	3.9%	-7%
Cc1ccc(S(=O)(=O)N(C)C)cc1NC(=O)CN1C(=O)NC2(CCCCCC2)C1=O	8%	10%	-5%	1.7%	-9%
COCCCNC(=S)Nc1ccc2nc(N3CCOCC3)cc(C)c2c1	23%	0%	1%	0.3%	1%
CS(=O)(=O)c1sc(C#N)c2c1C(=O)CC(c1ccccc1)C2 (stereo not given)	0.82µM*	4%	?	5.8%	-3%
COc1ccc2c(c1)C13CCN(C)C(C2)C1CCC1(C3)OCCO1 (stereo not given)	/	/	/	2.9%	4%
Cc1ccc(C)c(OCC(=O)N(Cc2ccccc2)c2c(N)n(Cc3ccccc3)c(=O)[nH]c2=O)c1	/	/	/	2.1%	5%
CCOC(=O)c1sc(NC(=O)c2cc3n(n2)C(C(F)(F)F)CC(c2ccccc2)N3)c(C(=O)OCC)c1C (stereo not given)	-3%	-4%	1%	i	8%
CN(C(=O)c1cccc(NC(=O)Cc2cccc(NC(=O)C3CCN(C(=O)c4ccccc4)CC3)c2)c1)C1CC1	/	/	/	i	-16%
O=C(NCCC1=CCCCC1)C(=O)NCC(c1ccco1)N1CCN(c2ccccc2)CC1 (stereo not given)	-15%	-5%	-5%	1.3%	-4%
COc1cc2c(cc1O)C(Cc1ccc(O)cc1)[N+](C)([O-])CC2 (stereo not given)	-13%	-2%	-3%	i	-14%
O=C(CCCc1ccccc1)N1CCN(C2CCCCC2)CC1	26%	-4%	-5%	i	-18%
COc1cccc(CN(C)CC(=O)NCc2ccc(C)cc2)c1	14%	-5%	7%	i	-3%
O=C(CSc1nnnn1C1CCCCC1)N1CCN(C(=O)c2ccco2)CC1	9%	3%	0%	i	-8%
O=C1N[C@@H](Cc2ccccc2)COC(=O)[C@H](Cc2ccc(F)cc2)C/C=C\C[C@@H]1CC(=O)N(CCO)Cc1ccccc1	49%	/	4%	2.5%	3%
CC(=O)N1CCN(c2ccccc2NC(=O)c2ccco2)CC1	-8%	-9%	1%	4.3%	-10%
CCCCC1(CCO)C(=O)NC(=S)NC1=O	/	/	/	3.5%	3%
O=C(Nc1ccccc1)c1cc2ccccc2s1	/	/	/	0.5%	-19%
CNC(=O)c1c(NC(=O)C2=COCCO2)sc2c1CCC(C)C2 (stereo not given)	27%	-1%	17%	7.4%	0%
Cc1cccc(NC(=O)c2nc[nH]c2C(=O)NCCCCNC(=O)c2[nH]cnc2C(=O)Nc2cccc(C)c2)c1	4%	/	-3%	6.6%	-6%
COc1cccc(NC(=O)Nc2ccc3c(c2)nnn3C)c1	-4%	-2%	0%	1.6%	-2%
COC(=O)Cn1c(=NC(=O)CSCC(=O)Nc2cc(C)on2)sc2ccccc21	-20%	0%	-7%	0.4%	6%
CN(C)S(=O)(=O)c1cccc(NC(=O)c2ccc3nccnc3c2)c1	-14%	-9%	-12%	7.0%	-7%
CC(=O)N1CCc2cc(S(=O)(=O)CCC(=O)N3CCc4ccccc4C3)ccc21	-2%	-11%	-14%	0.9%	0%
CCCCNC(=O)CCC(=O)Nc1ccc2nc(N3CCN(C)CC3)cc(C)c2c1	-3%	7%	5%	0.6%	1%
O=C(Nc1nnc(Cc2ccc(Cl)cc2)s1)C1CCCO1 (stereo not given)	32%	-3%	2%	0.4%	-5%
COCCCN1C(=O)C(O)=C(C(C)=O)C1c1ccccn1 (stereo not given)	6%	2%	-7%	1.6%	-1%
CC1CCCCC1NC1CCN(C)CC1 (stereo not given)	-4%	2%	-4%	0.1%	-9%
O=C(Nc1ccon1)c1ccc(N2CCCCC2)c([N+](=O)[O-])c1	50%	-3%	8%	0.8%	6%	inhibitors of VEEV 10K pilot screen=2.2
O=C(Nc1ccc(Br)cc1)C1CC=CCC1C(=O)OCC1CCCO1 (stereo not given)	-14%	-10%	-1%	i	-13%
O=C(Cn1cc(C(F)(F)F)ccc1=O)N1CCN(S(=O)(=O)c2ccccc2)CC1	28%	-4%	2%	6.0%	10%
CCOC(=O)c1ccc(/[N+]([O-])=C/c2ccccc2)cc1	74%	/	?	0.4%	-2%
COc1ccc(C(=O)NC2CCCCC2)cc1S(=O)(=O)N1CCCC1	-4%	2%	1%	1.2%	-15%
CCOc1ccc2c(c1)C(c1ccc(C)cc1)=NNC(c1ccc(OC)cc1)=N2	26%	13%	?	5.9%	8%
COc1ccc(N(C(=O)c2snc(C(N)=O)c2N)C(C(=O)NC2CCCC2)c2cccs2)c(OC)c1 (stereo not given)	78%	-2%	7%	3.0%	8%
COc1ccccc1NC(=O)COc1ccccc1	68%	-21%	-5%	i	-4%

Of the compounds above, these have an aryl methoxy group:
SMILES	tuberculosis growth	Salmonella PhoP GFP	M. tuberculosis HTS	inhibitors of VEEV	influenza NS1A	others
COc1ccc(C2/C=C\CN(C(=O)c3ccccc3)[C@H](Cc3ccccc3)C(=O)N2Cc2ccc(F)cc2)cc1 (stereo not given in full)	10%	-2%	-3%	i	-8%
COc1ccc(O)c(/C=N/NC(=S)Nc2cccnc2)c1	-5%	-2%	-6%	?	3µM*
COc1ccc(Br)cc1CNC(=O)CCC(=O)N1CCSc2ccccc21	5%	-6%	-6%	3.5%	-2%
COc1cc(C2C=C(C34CC5CC(CC(C5)C3)C4)NC(=S)N2)cc(OC)c1OC (stereo not given)	17%	-7%	-4%	8.3%	6%
CCCOc1ccc(N/C=C/C(=O)c2cc(OC)c(OC)c(OC)c2)cc1	56%	9%	?	1.9%	-25%
COc1cc(/C=N/Nc2nc(Nc3ccccc3)nc(N3CCCCC3)n2)ccc1OCC(=O)O	28%	-2%	58%	i	6%
COc1ccc(OC)c(NC(=O)CCOc2cccc(C)c2)c1	16%	12%	3%	i	-15%
COc1ccc(CN2[C@@H](CC(C)=O)c3cc(C(F)(F)F)ccc3S2(=O)=O)cc1	23%	-5%	-5%	5.9%	9%
COc1ccc2c(c1)C13CCN(C)C(C2)C1CCC1(C3)OCCO1 (stereo not given)	/	/	/	2.9%	4%
COc1cc2c(cc1O)C(Cc1ccc(O)cc1)[N+](C)([O-])CC2 (stereo not given)	-13%	-2%	-3%	i	-14%
COc1cccc(CN(C)CC(=O)NCc2ccc(C)cc2)c1	14%	-5%	7%	i	-3%
COc1cccc(NC(=O)Nc2ccc3c(c2)nnn3C)c1	-4%	-2%	0%	1.6%	-2%
COc1ccc(C(=O)NC2CCCCC2)cc1S(=O)(=O)N1CCCC1	-4%	2%	1%	1.2%	-15%
CCOc1ccc2c(c1)C(c1ccc(C)cc1)=NNC(c1ccc(OC)cc1)=N2	26%	13%	?	5.9%	8%
COc1ccc(N(C(=O)c2snc(C(N)=O)c2N)C(C(=O)NC2CCCC2)c2cccs2)c(OC)c1 (stereo not given)	78%	-2%	7%	3.0%	8%
COc1ccccc1NC(=O)COc1ccccc1	68%	-21%	-5%	i	-4%

Screening results as filed in PubChem BioAssay.
